CaV13 ICDI inh: Primary screen for inhibitors of IQ motif and Ca2+-dependent inactivation inhibitor domain binding in CACNA1D, Förster resonance energy transfer in living cells, …; HEK cells, CFP/YFP FRET ICDI-IQ, plate reader, 10 min; percent FRET-ratio fall versus neutral wells; 0.098% of 340,000 active; inhibition, % at 12.3 µM;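 active means mean replicate inhibition of at least 30% and at least 1% of replicates passing that level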;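 further: 0% = median of the neutral control wells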
Vif inh: HIV Vif self-association inhibitors, primary screen, imaging, HEK293T, single point; HEK293T cells, Vif self-association by quenched fluorescence, 24 h; inhibition, % at 7.49 µM; 0.35% of 340,000 active; in the data active means inhibition above about 50%, passing the limit was not always enough; further: some results filed as inactive read as strong as hits
PDI inh: inhibitors of human PDI, primary screen, biochemical, turbidity, single point, plate reader; 0.052% of 350,000 active; AID 588391, 2011; inhibition, % at 10 µM; Protein disulfide-isomerase (Homo sapiens), P07237; PDI insulin aggregation turbidity, A650, 90 min;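 active means mean inhibition across replicates of 30% or more, whatever share of single replicates reach that level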;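 further: absorbance from insulin aggregation driven by PDI reduction with DTT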
Target sequence (P07237 whole entry, looked up): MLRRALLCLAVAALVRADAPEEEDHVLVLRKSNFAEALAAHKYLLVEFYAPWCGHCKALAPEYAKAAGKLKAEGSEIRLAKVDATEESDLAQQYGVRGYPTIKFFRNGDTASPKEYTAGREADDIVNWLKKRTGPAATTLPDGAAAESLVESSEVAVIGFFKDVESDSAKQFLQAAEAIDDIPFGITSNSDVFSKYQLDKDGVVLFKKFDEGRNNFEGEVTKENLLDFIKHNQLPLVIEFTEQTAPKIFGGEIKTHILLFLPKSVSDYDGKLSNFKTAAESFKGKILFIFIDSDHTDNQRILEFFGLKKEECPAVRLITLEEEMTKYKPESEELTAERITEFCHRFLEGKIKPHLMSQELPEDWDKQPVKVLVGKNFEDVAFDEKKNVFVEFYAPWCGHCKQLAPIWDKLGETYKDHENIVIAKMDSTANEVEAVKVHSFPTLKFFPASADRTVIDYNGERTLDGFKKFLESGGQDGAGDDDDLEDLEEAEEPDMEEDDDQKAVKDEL
Cardio protect: cardioprotection against H2O2-induced cell death, primary screen, uHTS, H9c2 cells, ATPLite luminescence. H9c2 cardiomyocytes, H2O2 injury protection, 2 h. protection from H2O2 cell death, % at 20 µM. 0.63% of 360,000 active;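 active means compounds giving at least 50% protection of heart cells from peroxide-induced death in the single-dose screen, raw or plate-pattern-corrected value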;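 further: 0% = DMSO wells with peroxide and 100% = DMSO wells without peroxide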
hiPSC survival: enhancers of single-cell hiPSC survival, primary screen, ATPlite luminescence. 0.044% of 360,000 active. AID 602274, 2012. survival enhancement, % at 20 µM. 100% = ROCK inhibitor wells, 0% = DMSO; in the data active means survival enhancement above about 18%;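 further: cells exposed to compounds for 16 hours before the ATP read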
ABCB6 inh 2: ABCB6 transporter inhibitors, primary screen, K562-ABCB6 cells, flow cytometry, MLPCN library. ATP-binding cassette sub-family B member 6 (Homo sapiens), Q9NP58. K562-ABCB6 porphyrin accumulation, 1 h; active compounds read low. fluorescence ratio to DMSO, % at 10 µM. 0.19% of 360,000 active. AID 602162, 2011;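 active means fluorescence ratio to DMSO below 75%, the collection mean minus 3 SD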;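 further: signal is porphyrin accumulated inside mitochondria; 100% equals median channel fluorescence of DMSO control wells; lower ratio means ABCB6 inhibition with less porphyrin fluorescence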
N-glyco inh: increase of ERlucT glycosylation luciferase signal, primary screen, N-linked glycosylation inhibitor project, D54 ERlucT cells, luminescence, set 2. reporter increase, % at 12.5 µM. 0.23% of 360,000 active. D54 ERlucT glycosylation luciferase reporter, 24 h; percent of 100 nM tunicamycin response. AID 588692, 2011;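 active means mean luciferase reporter signal, scaled so untreated is 0 and the glycosylation-blocking control 100, at or above a set limit in every replicate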;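 further: luciferase carries N-glycosylation sites so blocking glycosylation raises the light; 0% = median of neutral control wells and 100% = median of 100 nM tunicamycin wells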
aDG glyco up: activators of alpha-DG glycosylation, primary screen, uHTS, Pro5-aDG cells, AlphaScreen. alpha-DG glycosylation AlphaScreen (IIH6); 0% Pro5, 100% B10-LARGE cell signal. activation, % at 10 µM. 0.22% of 360,000 active;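 active means activation of at least 8% versus controls, or a plate z-score of at least 8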;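 further: Pro5 are CHO cells carrying HIG-tagged alpha-DG that lacks glycosylation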
Exocytosis inh: LAMP-1 surface exposure blockers, TALL-104 cells – cell-based, flow cytometry, MLPCN library, primary screen; 0.66% of 360,000 active; inhibition, % at 10 µM; TALL-104 LAMP-1 surface exposure; cells stimulated with thapsigargin and PMA; AID 651702, 2012;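 active means inhibition above about 55%, limit read from the data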
m5-HT2A agonist: mouse Htr2a agonists via beta-arrestin recruitment, primary screen, cell-based, luminescence | 5-hydroxytryptamine receptor 2A (Mus musculus), P35363 | activation, % at 7.6 µM | CHO-K1 mHTR2A beta-arrestin complementation; percent of 30 µM serotonin response | AID 624169, 2012 | 0.66% of 360,000 active;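 active means activation above a run cutoff, the mean activation of all tested compounds plus 3 SD, cut at about 14% in these data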;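 further: 0% = plate median of compound wells and 100% = 30 µM serotonin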
Target sequence (P35363 whole entry, looked up): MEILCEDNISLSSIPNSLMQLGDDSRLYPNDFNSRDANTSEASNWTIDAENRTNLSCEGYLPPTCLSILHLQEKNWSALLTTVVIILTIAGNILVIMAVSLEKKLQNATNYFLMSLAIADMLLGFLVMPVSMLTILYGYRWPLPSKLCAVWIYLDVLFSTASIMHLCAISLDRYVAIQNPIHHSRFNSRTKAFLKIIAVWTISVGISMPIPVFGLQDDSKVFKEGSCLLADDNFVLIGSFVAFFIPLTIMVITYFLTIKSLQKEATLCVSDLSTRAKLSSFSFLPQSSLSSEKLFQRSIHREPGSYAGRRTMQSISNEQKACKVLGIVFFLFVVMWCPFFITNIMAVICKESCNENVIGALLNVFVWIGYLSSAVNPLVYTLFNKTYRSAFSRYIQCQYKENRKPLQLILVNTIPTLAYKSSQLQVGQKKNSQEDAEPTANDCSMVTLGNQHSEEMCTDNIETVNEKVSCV
Numbers without * were called inactive; . = not tested or not shown.

SMILES	CaV13 ICDI inh	Vif inh	PDI inh	Cardio protect	hiPSC survival	ABCB6 inh 2	N-glyco inh	aDG glyco up	Exocytosis inh	m5-HT2A agonist
COc1ccc(C(C(=O)NC(C)(C)C)N(C(=O)CCC(=O)Nc2cc(C)on2)c2ccc3c(c2)OCCO3)cc1 (centres undefined)	-2	-2	-8	2	-0.6	105	0	-0.1	-4	4
CCOc1ccc(S(=O)(=O)n2cc(-c3ccccc3)c(N)n2)cc1	-7	16	11	-5	-2.1	91	7	0.3	67*	-2
COc1cc2cc(C(=O)N3CCN(c4ccccc4OC)CC3)[nH]c2cc1OC	-20	5	8	4	0.2	98	0	0.0	2	1
COc1ccc(CN2C(=O)C(CC(=O)NCCCN(C)C)CC(C(=O)N3CCOCC3)=C2C)cc1 (centres undefined)	-7	.	.	0	-4.0	98	4	0.0	-2	0
CCOc1ccc(/C=C/C(=O)Oc2ccccc2)cc1	-19	-1	-2	-3	-0.3	101	3	0.1	5	5
CCNC(=O)C1(C)CCCN(C(=O)CCc2cccs2)C1 (centres undefined)	-6	0	4	-9	2.4	106	2	0.1	0	-3
O=C(CCSc1nnc2ccc3ccccc3n12)Nc1ccc(F)cc1	0	11	1	-2	1.6	101	-1	-0.2	-2	-3
Cc1ccc(NC(=O)CSc2nnc(C(F)(F)F)n2C)cc1[N+](=O)[O-]	-5	.	-1	29	2.9	94	2	0.2	8	3
COC(=O)c1c[nH]n2c(=O)cc(CCl)nc12	-8	-1	-1	-8	-0.3	99	2	0.1	-2	1
CCOC(=O)CCC(NC(=O)CCCCC(=O)NC(CCC(=O)OCC)C(=O)OCC)C(=O)OCC (centres undefined)	-15	6	-2	0	0.3	99	-2	-0.2	-3	2
CCCN1C(=O)c2cc(C(=O)NC3CCCCCC3)ccc2C1O (centres undefined)	-2	0	1	7	-1.5	103	-10	0.3	-1	0
COC(=O)CC1C(=O)NCCN1C(=O)OC(C)(C)C (centres undefined)	7	-4	-2	10	-0.8	105	1	0.3	8	6
O=C(O)CC(SCc1ccc(C(=O)O)o1)C(=O)O (centres undefined)	-5	22	19	7	0.5	94	1	-0.4	0	7
Cc1cc(C)cc(C(=O)Nc2cccc(NC(=O)c3ccco3)c2)c1	-7	2	-2	17	0.0	99	-1	-0.1	-2	3
N#Cc1c(C(F)(F)F)cc(-c2ccccc2)n(N)c1=O	-17	-11	2	-1	-0.5	99	1	0.2	-2	4
CCOc1ncccc1C(=O)N=C1SCCN1C(=O)c1cccnc1OCC	-6	-5	1	10	1.2	94	4	0.0	-2	1
CCN(CC(=O)Nc1c(F)cccc1F)C(=O)CSCC(=O)Nc1ccc(OC)cc1	-5	2	-1	4	-0.4	100	-1	0.0	-1	-5
COc1cc(OC)c(C(=O)c2ccccc2[N+](=O)[O-])c(OC)c1	-4	8	-1	-3	-1.3	96	2	-0.1	2	11
CC1S/C(=C(\C#N)C(=O)NCc2ccco2)N(c2ccc(F)cc2)C1=O (centres undefined)	-1	13	-4	-1	-2.0	118	-4	0.1	1	3
COc1cc(/C=N/Nc2ccc(S(N)(=O)=O)cc2[N+](=O)[O-])cc(OC)c1O	-18	22	-4	18	0.0	92	-5	-0.1	0	-2
COc1ccc(Cl)cc1NC(=O)CSc1nc2ccsc2c(=O)n1CC1CCC(C(=O)O)CC1 (centres undefined)	-4	-7	10	-1	0.1	105	4	0.0	-10	-4
Cn1c(SCC(=O)O)nnc1C1CCCCC1	-8	12	-9	0	0.0	99	1	0.0	3	-2
CCOc1ccccc1CNc1nnnn1C	-21	-1	-1	2	-0.5	97	-1	-0.1	0	0
COc1ccc(C(=O)OC(C)CN2CCN(C)CC2)cc1OC (centres undefined)	.	-3	2	-11	10	115	2	0.2	-1	0
CCCn1c(=O)c(C#N)cn(C2CC2)c1=O	4	37	19	1	0.5	98	3	-0.2	5	4
SMILES	CaV13 ICDI inh	Vif inh	PDI inh	Cardio protect	hiPSC survival	ABCB6 inh 2	N-glyco inh	aDG glyco up	Exocytosis inh	m5-HT2A agonist
CC1=NN(c2nc(-c3ccccc3)cs2)C(=O)C1N=Nc1ccccc1 (centres undefined)	-18	-6	2	47	0.4	93	3	-0.5	-3	-2
O=S(=O)(CCN1C=CC(C(F)(F)F)=NCC1)c1ccc(Cl)cc1Cl	-20	-1	-2	7	-0.1	103	0	0.5	-2	5
CC1=CC2=NC(=O)/C(=C\c3ccc(-c4cccc(Cl)c4)o3)C(=N)N2O1	-24	0	3	4	2.8	114	9	0.2	13	2
CC(C)C(=O)Nc1cccc(C(=O)Nc2ccc(S(=O)(=O)Nc3nccs3)cc2)c1	-4	-1	-2	5	-0.6	94	3	-0.2	-1	5
N#Cc1cccc(NC(=O)CCc2ccc(S(=O)(=O)N3CCOCC3)cc2)c1	-7	3	14	3	-0.9	98	2	-0.1	-1	-2
Cc1ccc(S(=O)(=O)N2CCCOC2CNC(=O)C(=O)NCCN2CCOCC2)cc1 (centres undefined)	-6	9	1	8	0.1	85	0	-0.1	-2	2
CC1CCCCC1NC(=O)CCS(=O)(=O)c1ccc2c(c1)NC(=O)CO2 (centres undefined)	-2	-9	13	5	0.4	101	1	-0.1	-6	2
c1ccc(-c2nc3cnccn3c2Nc2ccc3c(c2)OCCO3)cc1	-4	-10	-2	13	-1.5	101	2	1.9	1	2
CCOC(=O)N1CCN(C(=O)CSC2=NS(=O)(=O)c3cc(F)ccc3N2)CC1	-7	6	0	5	-0.4	97	0	0.2	1	0
CCC12CN3CC(CC)(CN(C1)C3c1ccc([N+](=O)[O-])o1)C2=O (centres undefined)	9	1	1	12	-2.2	98	2	0.0	3	1
Oc1ccc(-c2nc3c4c(ncn3n2)-c2ccccc2CC42CCCC2)cc1	-7	-20	-6	-32	3.2	95	-4	0.1	8	-2
CC1CCCC(N2CCN(C(=O)c3ccccc3F)CC2)C1 (centres undefined)	0	-5	8	10	-0.6	100	1	-0.1	-10	-3
C/C=C/c1ccc(OCC(=O)Nc2cc(S(=O)(=O)N3CCOCC3)ccc2N2CCCC2)c(OC)c1	-5	-6	0	-2	-0.2	81	-1	1.2	-2	5
COc1ccc(OC)c(C(=O)c2coc3ccc(O)c(CN4CCOCC4)c23)c1	-5	1	5	-3	0.9	100	1	0.6	-1	-4
CC(C)CN(C(=O)COC(=O)/C=C/c1ccccc1)C1CCS(=O)(=O)C1 (centres undefined)	-5	0	-12	2	0.0	99	-1	-0.1	-1	0
Cc1ccc(C(=O)NCc2ccc3c(c2)OCO3)cc1S(=O)(=O)N1CCCCC1	.	.	16	-3	-2.0	97	-1	0.0	2	-4
O=c1[nH]c(=O)n(-c2ccccc2)c2c1C(C(F)(F)F)(C(F)(F)F)N=C(CCC1CCCCC1)N2	-2	0	-10	-5	2.5	96	-2	-0.3	-11	8
COCCNc1nc(NCCCN(C)C)c2sccc2n1	-5	6	1	5	-0.9	96	0	-0.2	7	3
Cc1cccc(NC(=O)CCCN2C(=S)NC(C)(C)CC2C)c1C (centres undefined)	-20	8	-10	0	1.7	95	1	0.2	2	-2
CC1CCCCC1NC(=O)COC(=O)Cc1ccc(Br)cc1 (centres undefined)	-4	0	-2	4	-2.1	102	0	-0.1	0	0
O=C(O)C1=CCCNC1	-5	0	-7	5	2.9	97	1	0.0	6	-2
Cc1sc(NC(=O)c2ccco2)c(C(c2cccnc2)N2CCC(C)CC2)c1C (centres undefined)	.	-13	-1	-5	-1.9	92	-10	0.8	2	-2
Cc1cc(N2CCN(C3CCCCC3)CC2)nc2cccc(O)c12	-7	4	8	12	1.1	105	-1	-0.1	18	-11
COc1ccc(OCC(=O)NC(=S)Nc2ccc(N3CCOCC3)c(Cl)c2)cc1	.	-5	-6	-8	-2.6	80	-2	0.1	-1	-6
COC1OC(O)C(NC(=O)C(F)(F)F)CC1O (centres undefined)	-5	6	-11	1	-1.5	89	-1	0.0	-6	1

6 compounds already listed, sorted by count of non-hydrogen atoms, highest first:
SMILES	CaV13 ICDI inh	Vif inh	PDI inh	Cardio protect	hiPSC survival	ABCB6 inh 2	N-glyco inh	aDG glyco up	Exocytosis inh	m5-HT2A agonist
COc1ccc(Cl)cc1NC(=O)CSc1nc2ccsc2c(=O)n1CC1CCC(C(=O)O)CC1 (centres undefined)	-4	-7	10	-1	0.1	105	4	0.0	-10	-4
CC(C)CN(C(=O)COC(=O)/C=C/c1ccccc1)C1CCS(=O)(=O)C1 (centres undefined)	-5	0	-12	2	0.0	99	-1	-0.1	-1	0
Cc1cc(N2CCN(C3CCCCC3)CC2)nc2cccc(O)c12	-7	4	8	12	1.1	105	-1	-0.1	18	-11
COc1ccc(C(=O)OC(C)CN2CCN(C)CC2)cc1OC (centres undefined)	.	-3	2	-11	10	115	2	0.2	-1	0
N#Cc1c(C(F)(F)F)cc(-c2ccccc2)n(N)c1=O	-17	-11	2	-1	-0.5	99	1	0.2	-2	4
COC(=O)CC1C(=O)NCCN1C(=O)OC(C)(C)C (centres undefined)	7	-4	-2	10	-0.8	105	1	0.3	8	6

(listing goes on)
SMILES	CaV13 ICDI inh	Vif inh	PDI inh	Cardio protect	hiPSC survival	ABCB6 inh 2	N-glyco inh	aDG glyco up	Exocytosis inh	m5-HT2A agonist
OCC[C@@H]1C[C@@H](O)[C@H](O)[C@]2(Cc3ccccc3CCO2)O1	-6	-7	5	0	-1.2	96	1	0.1	0	6
CCn1nc(C)cc1-c1nnc(SCC(=O)Nc2ccccc2)n1CCCOC	-4	5	2	2	-0.3	89	1	0.2	4	-1
Nn1c(SCC(=O)Nc2ccccc2)nnc1-c1cccnc1	-1	19	2	5	-3.1	101	2	-0.4	0	-3
OC(CN1CCN(C(c2ccccc2)c2ccccc2)CC1)c1ccc(Br)cc1 (centres undefined)	-5	-11	-44	-5	0.3	96	-4	-0.2	23	-10
CCOC(=O)C1CCCCN1C(=O)/C(=C/c1ccc(OC)cc1)c1ccc(OC)c(OC)c1 (centres undefined)	-10	-4	-2	11	0.9	97	1	0.0	3	-5
COC(=O)[C@@H]1C[C@@]2(O)[C@H](O)[C@H](O)[C@H](O)C[C@H]2N1CC(c1ccccc1)c1ccccc1	-4	0	-4	6	1.4	96	9	0.1	8	20*
Cc1nc2ccccc2c(=O)n1NC(=O)c1ccc(Cl)c([N+](=O)[O-])c1	-5	-8	5	5	0.4	101	2	0.1	16	9
COc1ccc(C(C)(C)C)cc1S(=O)(=O)N1CCN(C)CC1	0	7	-1	-14	3.3	103	0	0.1	2	-1
c1ccc(Cn2cc(CSc3ccccc3)nn2)cc1	-3	-3	-6	5	1.5	93	1	0.1	-15	-6
Cc1ccc(Cn2ncc3c(N4CCOCC4)ncnc32)cc1	-5	-10	-1	-1	-1.4	86	0	0.0	0	1
Cc1nc(SCc2ccccc2)nc2c1CCC2	-3	1	-3	-6	-1.9	99	-5	-0.4	10	1
CC(Nc1c[nH]c(=O)[nH]c1=O)c1ccccc1 (centres undefined)	-5	-4	1	-2	-0.8	101	2	-0.1	-5	1
CCOc1ccc(NC(=O)CN2C(=O)NC(C)(c3ccc(OC(F)F)cc3)C2=O)cc1 (centres undefined)	-20	1	4	-6	-0.6	100	-3	-0.1	-11	0
